Source: PubChem BioAssay
TCR-CD3 inh: inhibitors of human TCR-CD3 interaction. actives 0.37% (n = 360,000). TAMRA-labeled TCR probe fluorescence, biochemical. inhibition, % at 9.4 µM; in the data active = inhibition above about 19%;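 also: recombinant mutant TCR 2C K166C tagged with TAMRA read by polarization; 0% = receptor in buffer alone and 100% = receptor with positive control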
PRMT1 FP inh: inhibitors of human PRMT1; actives 1.3% (n = 370,000); recombinant PRMT1, activity-based probe fluorescence polarization; AID 652257; inhibition, % at 2.79 µM;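 active = inhibition above about 21% made by adding two undisclosed values, limit read from the data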
mABHD4 FP: inhibitors of mouse ABHD4; Q8VD66; purified mABHD4, FP-Rh probe fluorescence polarization; inhibition, % at 8.92 µM; actives 0.54% (n = 370,000); AID 720543;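 active = inhibition exceeding the mean over every tested compound plus 3 SD, cut at about 30% in these data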;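 also: 0% = plate median of compound wells and 100% = S159A mutant with DMSO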
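Assay system: mABHD4 protein; medium: HEPES pH 7.0, NaCl, Pluronic buffer; dosing: 8.92 µM, single dose; schedule: 45 min + 60 min at 25 °C; signal: FP readout, ex 525 nm / em 598 nm; read-out: normalized percent inhibition of probe labeling; repeats: single replicate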
TDP2 absorb: TDP2 (human) inhibition, absorbance primary screen; recombinant TDP2, T5PNP hydrolysis, p-nitrophenol absorbance 415 nm; O95551; actives 0.34% (n = 370,000); AID 720702; inhibition, % at 12.8 µM;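 active = inhibition above the mean of all tested compounds plus 3 SD, set per campaign, cut at about 25% in these data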;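 also: 0% = DMSO with enzyme and 100% = buffer with substrate but no TDP2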
Target sequence (O95551 whole entry, looked up): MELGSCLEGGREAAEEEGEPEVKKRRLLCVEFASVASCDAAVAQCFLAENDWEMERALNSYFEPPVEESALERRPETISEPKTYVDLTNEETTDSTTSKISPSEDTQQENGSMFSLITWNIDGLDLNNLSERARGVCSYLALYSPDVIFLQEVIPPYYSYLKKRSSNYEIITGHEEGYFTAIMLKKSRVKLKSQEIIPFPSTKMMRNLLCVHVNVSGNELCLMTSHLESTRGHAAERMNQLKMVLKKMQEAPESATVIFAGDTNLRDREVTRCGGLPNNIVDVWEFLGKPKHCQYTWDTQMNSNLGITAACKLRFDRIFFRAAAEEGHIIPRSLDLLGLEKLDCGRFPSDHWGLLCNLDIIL
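System – recombinant human TDP2 · Quantity – TDP2 enzyme at 120 nM final · Doses – single concentration, 12.8 µM nominal, with 1% DMSO · Incubation – 2 h at 37 °C · Measured by – epi absorbance of p-nitrophenol freed from T5PNP by hydrolysis · Read-out – % inhibition relative to enzyme-containing and enzyme-free wells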
Rev-erbA mod: modulators of human Rev-erb alpha DNA binding; P20393; Rev-erbα–FITC-DNA binding, fluorescence polarization, 90 min; activity, % at 10 µM; actives 0.79% (n = 370,000);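 active = activity above about 14%, limit read from the data; passing the limit was not always enough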;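 also: 0% = DMSO wells with 35 nM protein and 100% = DMSO wells with 750 nM protein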
LEDGF integ inh: blocks HIV-1 LEDGF/p75-dependent DNA integration; inhibition, % at 3.7 µM; TR-FRET IN-LEDGF/p75 DNA integration, Eu/Cy5; actives 0.64% (n = 370,000);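 active = inhibition above the screen-wide mean plus 3 SD, cut at about 13% in these data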;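 also: signal is the Cy5 over europium emission ratio at 671 and 618 nm; 0% = plate median of compound wells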
SIAE primary: blocks human sialic acid acetylesterase; Q9HAT2; SIAE FP-Rh probe binding, fluorescence polarization; inhibition, % at 9.66 µM; actives 0.69% (n = 370,000); AID 1053197;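 active = inhibition above a cutoff: mean of compounds within the control limits plus 3 SD of those, cut at about 17% in these data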;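 also: 0% = plate median of compound wells and 100% = probe without SIAE protein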
rCAG RNA binder: molecules binding r(CAG) RNA repeats; actives 1.3% (n = 370,000); inhibition, % at 3 µM; r(CAG) RNA repeat, TO-PRO-1 dye displacement fluorescence;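 active = inhibition above the plate cutoff, the mean of all test compounds on that plate plus 3 SD, cut at about 35% in these data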;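 also: 0% = DMSO alone and 100% = 100 µM mitoxantrone as full dye displacement; higher means more dye released from RNA so lower well fluorescence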
HTRA1 inhibitor: HTRA1 (human) protease inhibition. inhibition, % at 5.96 µM. recombinant HTRA1, FP-rhodamine activity-based probe, fluorescence polarization. actives 0.5% (n = 340,000); in the data active = inhibition above about 36%;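 also: 0% = enzyme with DMSO and 100% = wells lacking enzyme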
Target sequence (Q92743 whole entry, looked up): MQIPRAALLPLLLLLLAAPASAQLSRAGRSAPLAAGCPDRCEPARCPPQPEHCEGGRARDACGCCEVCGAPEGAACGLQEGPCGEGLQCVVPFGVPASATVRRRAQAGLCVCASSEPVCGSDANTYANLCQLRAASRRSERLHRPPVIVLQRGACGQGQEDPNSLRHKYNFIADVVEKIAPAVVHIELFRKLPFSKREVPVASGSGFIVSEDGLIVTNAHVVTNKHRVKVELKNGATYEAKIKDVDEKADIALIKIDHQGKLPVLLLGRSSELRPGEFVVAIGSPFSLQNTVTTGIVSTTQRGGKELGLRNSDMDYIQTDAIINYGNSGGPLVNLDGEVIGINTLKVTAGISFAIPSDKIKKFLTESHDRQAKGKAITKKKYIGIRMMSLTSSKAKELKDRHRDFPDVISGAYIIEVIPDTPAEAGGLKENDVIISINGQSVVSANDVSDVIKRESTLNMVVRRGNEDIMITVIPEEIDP
PG9 binder: binds the HIV-1 gp120 antibody PG9; actives 0.43% (n = 360,000); TR-FRET gp120-PG9 antibody binding; AID 624416; inhibition, % at 6.7 µM; in the data active = inhibition above about 8.5%
The depositor's hits bear a star.

1: CCCCOc1c(Cl)cc(C(=O)N(C)CC(=O)Nc2ccc(N3CCOCC3)cc2)cc1OCC
2: C/C(NCCN1CCOCC1)=C(\C#N)C(N)=O
3: CN(CC(=O)Nc1c(Cl)cccc1Cl)C(=O)c1cccc(-n2cccc2)c1
4: CC1(C)CC(CCNC(=O)CCl)(c2ccccc2)CCO1 (configuration not stated)
5: Cc1nnc(SCC(=O)NCC(=O)Nc2ccc(F)c(F)c2F)n1N
6: Oc1ccc(N=Nc2ccccc2)cc1
Compound	1	2	3	4	5	6
TCR-CD3 inh	-3.4	2.6	2.7	1.8	2.7	-0.1
mABHD4 FP	-1.3	11.9	3.1	4.9	3.8	3.4
rCAG RNA binder	-0.8	0.5	8.8	-2.4	7.4	-0.4
SIAE primary	8.5	-0.5	3.7	-0.5	3.7	0.1
PG9 binder	-1.0	0.1	-2.4	-1.0	1.5	-1.2
Rev-erbA mod	1.6	2.3	-22.4	-4.5	-2.5	5.7
HTRA1 inhibitor	2.3	-2.8	-11.9	7.6	-0.1	-6.2
PRMT1 FP inh	1.5	-1.6	0.9	3.1	1.3	0.3
TDP2 absorb	-1.8	-0.4	15.1	-8.7	0.8	2.4
LEDGF integ inh	-3.3	-0.3	2.8	-10.8	0.0	-0.8

7: COc1ccc(C(CC(=O)Nc2ccccn2)N2Cc3ccccc3C2=O)cc1 (configuration not stated)
8: FC(F)(F)Oc1ccccc1-c1nnc(-c2cccc(C(F)(F)F)c2)o1
9: c1cc2ccc3ccc(CN4CCOCC4)c4ccc(c1)c2c34
10: CCOC(=O)C1(CCCc2ccccc2)CCN(C(=O)CCn2cncn2)CC1
11: COc1ccc(NC(=O)c2ccc(=O)[nH]c2)cc1S(=O)(=O)N1CCOCC1
12: c1cc2cc(-c3c(-c4ccc5c(c4)OCO5)noc3-c3ccsc3)ccc2[nH]1
Compound	7	8	9	10	11	12
TCR-CD3 inh	4.5	0.9	-3.9	3.1	3.4	4.4
mABHD4 FP	2.5	4.5	-1.7	2.7	-4.7	-34.5
rCAG RNA binder	-4.5	-2.6	-4.4	-8.0	2.7	9.3
SIAE primary	-1.1	8.2	-1.8	4.5	11.3	-5.7
PG9 binder	0.7	-2.4	-1.8	2.6	-1.2	-2.5
Rev-erbA mod	-11.0	0.5	8.0	5.3	9.2	2.8
HTRA1 inhibitor	0.1	-3.5	-23.4	-1.2	-2.2	-47.9
PRMT1 FP inh	-3.5	-6.0	-2.2	0.9	-4.9	-1.2
TDP2 absorb	-5.9	7.7	1.4	-6.9	-3.4	-6.5
LEDGF integ inh	0.9	4.0	-6.4	-1.2	6.0	1.0

Exported bar-delimited: entries from further up
no. | structure | TCR-CD3 inh | mABHD4 FP | rCAG RNA binder | SIAE primary | PG9 binder | Rev-erbA mod | HTRA1 inhibitor | PRMT1 FP inh | TDP2 absorb | LEDGF integ inh
6 | Oc1ccc(N=Nc2ccccc2)cc1 | -0.1 | 3.4 | -0.4 | 0.1 | -1.2 | 5.7 | -6.2 | 0.3 | 2.4 | -0.8
7 | COc1ccc(C(CC(=O)Nc2ccccn2)N2Cc3ccccc3C2=O)cc1 (configuration not stated) | 4.5 | 2.5 | -4.5 | -1.1 | 0.7 | -11.0 | 0.1 | -3.5 | -5.9 | 0.9
8 | FC(F)(F)Oc1ccccc1-c1nnc(-c2cccc(C(F)(F)F)c2)o1 | 0.9 | 4.5 | -2.6 | 8.2 | -2.4 | 0.5 | -3.5 | -6.0 | 7.7 | 4.0
9 | c1cc2ccc3ccc(CN4CCOCC4)c4ccc(c1)c2c34 | -3.9 | -1.7 | -4.4 | -1.8 | -1.8 | 8.0 | -23.4 | -2.2 | 1.4 | -6.4
10 | CCOC(=O)C1(CCCc2ccccc2)CCN(C(=O)CCn2cncn2)CC1 | 3.1 | 2.7 | -8.0 | 4.5 | 2.6 | 5.3 | -1.2 | 0.9 | -6.9 | -1.2
11 | COc1ccc(NC(=O)c2ccc(=O)[nH]c2)cc1S(=O)(=O)N1CCOCC1 | 3.4 | -4.7 | 2.7 | 11.3 | -1.2 | 9.2 | -2.2 | -4.9 | -3.4 | 6.0
12 | c1cc2cc(-c3c(-c4ccc5c(c4)OCO5)noc3-c3ccsc3)ccc2[nH]1 | 4.4 | -34.5 | 9.3 | -5.7 | -2.5 | 2.8 | -47.9 | -1.2 | -6.5 | 1.0

Additional results follow.
13: Cc1ccc(C(=O)NNC(=O)OC(C)(C)C)c(Cl)c1
14: COc1cc(CC(=O)NCCc2ccc(S(N)(=O)=O)cc2)cc(OC)c1OC
15: COC(=O)c1ccc(/C=N/NC(=S)NC(C)C)cc1
16: Fc1ccc2[nH]c3c(Cl)ncnc3c2c1
17: CCC1CCCCN1CCCNC(=O)C1CCCN(c2ncnc3c2nc2n3CCCCC2)C1 (configuration not stated)
18: N#CCCn1nc(-c2ccccc2)cc1Nc1ccccc1NC(=O)c1cccs1
Compound	13	14	15	16	17	18
TCR-CD3 inh	-5.7	2.4	-4.5	1.8	-1.1	0.5
mABHD4 FP	2.5	-3.4	8.7	0.9	-1.2	-0.3
rCAG RNA binder	2.9	0.1	-3.3	-0.9	-5.8	8.3
SIAE primary	0.8	0.4	-5.1	-2.5	2.4	0.9
PG9 binder	0.7	0.7	1.0	-0.3	-3.3	0.9
Rev-erbA mod	1.6	-0.2	-4.3	-5.8	0.7	-1.0
HTRA1 inhibitor	0.9	1.9	4.3	9.1	-7.9	-15.7
PRMT1 FP inh	2.2	0.1	4.9	-0.3	0.4	-2.9
TDP2 absorb	3.6	14.5	-7.3	4.6	2.4	9.3
LEDGF integ inh	-0.5	-2.8	-5.1	2.4	0.4	-2.6

Record cards, as listed above:
Profile of COc1ccc(C(CC(=O)Nc2ccccn2)N2Cc3ccccc3C2=O)cc1 (configuration not stated) : TCR-CD3 inh: 4.5; mABHD4 FP: 2.5; rCAG RNA binder: -4.5; SIAE primary: -1.1; PG9 binder: 0.7; Rev-erbA mod: -11.0; HTRA1 inhibitor: 0.1; PRMT1 FP inh: -3.5; TDP2 absorb: -5.9; LEDGF integ inh: 0.9
Profile of N#CCCn1nc(-c2ccccc2)cc1Nc1ccccc1NC(=O)c1cccs1 : TCR-CD3 inh: 0.5; mABHD4 FP: -0.3; rCAG RNA binder: 8.3; SIAE primary: 0.9; PG9 binder: 0.9; Rev-erbA mod: -1.0; HTRA1 inhibitor: -15.7; PRMT1 FP inh: -2.9; TDP2 absorb: 9.3; LEDGF integ inh: -2.6

Additional structures:
19: Cc1cc(=O)n2nc(N3CCC(C(=O)NCc4cccnc4)CC3)sc2n1
20: COc1ccc(Cl)cc1N1C(=O)C2CCCN2C1c1sccc1C (configuration not stated)
21: Cc1cnc([N+](=O)[O-])n1CCOC(=O)c1cccc(F)c1
22: COc1ccccc1C(=O)Nc1ccc(NC(=O)C2CCCCC2)nc1
23: CC(=O)Nc1ccc(SCC(=O)Nc2cc(C)on2)cc1
24: O=C(O)c1ccc(Cl)c(NCc2ccncc2)c1
25: Cn1ccnc1C(O)c1cccc(OCc2ccccc2)c1 (configuration not stated)
Compound	19	20	21	22	23	24	25
TCR-CD3 inh	-1.9	1.4	-5.3	9.3	-5.0	-3.6	-2.0
mABHD4 FP	1.1	4.6	2.0	-0.1	0.4	8.2	-5.9
rCAG RNA binder	2.8	2.4	-3.8	-0.4	-1.3	-0.6	-3.5
SIAE primary	1.4	6.7	-0.4	1.5	3.9	3.9	12.3
PG9 binder	-1.8	0.8	-2.8	-1.0	0.1	-1.9	0.1
Rev-erbA mod	-0.8	-4.0	0.4	-1.6	-2.7	2.6	-1.3
HTRA1 inhibitor	6.4	3.0	7.5	2.7	0.6	10.1	-1.8
PRMT1 FP inh	0.2	-4.0	3.0	-1.7	18.5	2.1	-2.6
TDP2 absorb	-3.3	7.5	4.2	11.6	-3.8	-3.4	0.9
LEDGF integ inh	-1.7	1.1	-2.0	4.7	-1.3	-3.0	-2.8

Not all compounds are listed (hit frequency here may not be typical).
